D3 ag – qHTS of D3 Dopamine Receptor Agonist: qHTS; AID 652048, 2013; hit rate 0.58% among 410,000; D(3) dopamine receptor (Homo sapiens), P35462; max activation, %; D3R DiscoveRx beta-arrestin cells, luminescence, 90 min; in the data active means max activation above about 30%; further: 0% is about no effect; mostly tested at two doses, the higher about 12 µM
Target sequence (P35462 whole entry, looked up): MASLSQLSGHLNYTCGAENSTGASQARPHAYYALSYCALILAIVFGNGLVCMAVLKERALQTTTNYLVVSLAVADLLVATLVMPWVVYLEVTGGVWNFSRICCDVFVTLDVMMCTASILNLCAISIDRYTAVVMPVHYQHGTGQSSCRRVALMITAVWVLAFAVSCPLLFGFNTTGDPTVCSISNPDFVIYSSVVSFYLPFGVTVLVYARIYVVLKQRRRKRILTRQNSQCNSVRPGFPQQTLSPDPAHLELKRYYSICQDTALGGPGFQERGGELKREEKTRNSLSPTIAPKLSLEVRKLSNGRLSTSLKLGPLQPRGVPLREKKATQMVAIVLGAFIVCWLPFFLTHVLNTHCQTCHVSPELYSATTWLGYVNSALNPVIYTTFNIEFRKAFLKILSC
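Agonist-mode cell screen: cells plated at 1500/well and incubated overnight at 37 °C, then exposed to library compounds for 90 min at 37 °C. Detection reagent was added for 30–60 min at room temperature, and luminescence was read.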
GLP1R ag – qHTS of GLP-1 Receptor Agonists; Glucagon-like peptide 1 receptor (Homo sapiens), P43220; HEK293 GLP-1R CRE-luciferase, luminescence, 4-6 h; cells express a hypersensitive GLP-1R form; Potency, µM (series often up to 45.6 µM), for inactives: at the highest dose activation, most hits filed as activators; hit rate 0.007% among 380,000; further: potency means the concentration at half of the fitted maximal effect; % of control where 0% means no effect
Target sequence (P43220 whole entry, looked up): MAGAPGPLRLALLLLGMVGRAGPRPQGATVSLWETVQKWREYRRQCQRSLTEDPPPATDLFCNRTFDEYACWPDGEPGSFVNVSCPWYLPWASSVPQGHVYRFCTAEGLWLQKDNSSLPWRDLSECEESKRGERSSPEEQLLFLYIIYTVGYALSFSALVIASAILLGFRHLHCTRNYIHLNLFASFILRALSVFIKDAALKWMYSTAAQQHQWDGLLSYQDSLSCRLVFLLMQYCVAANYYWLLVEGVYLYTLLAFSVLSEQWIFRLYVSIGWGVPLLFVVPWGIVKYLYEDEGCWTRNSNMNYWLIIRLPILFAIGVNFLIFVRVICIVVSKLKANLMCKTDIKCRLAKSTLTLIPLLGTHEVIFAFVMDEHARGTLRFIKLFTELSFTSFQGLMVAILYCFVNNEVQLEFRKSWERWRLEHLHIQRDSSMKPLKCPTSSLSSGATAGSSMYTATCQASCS
HT1080 IDH1KD tx – qHTS for induction of synthetic lethality in tumor cells producing 2HG: qHTS for the HT-1080-IDH1KD cell line. HT-1080 IDH1 knockdown viability, ATP luminescence, 48 h. Potency, µM (titrated, usually from 46.1 µM), for inactives: at the top dose activity, negative = toxicity, most hits filed as cytotoxic. hit rate 2% among 360,000;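 further: potency means the concentration at half of the fitted maximal effect; 0% = DMSO wells and -100% = cell-free medium wells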
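% activity derives from luminescence (CellTiter-Glo), normalised to DMSO and no-cell wells. HT-1080-IDH1KD cells, 750/well, had 48 h compound exposure at 37 °C.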
IL1B secr inh – qHTS for Inhibitors of Inflammasome Signaling: IL-1-beta AlphaLISA Primary Screen; activity change, % at 57.5 µM; THP-1 LPS/ATP IL-1B secretion, AlphaLISA, 16 h; stronger effect = lower value; AID 743279, 2014; hit rate 4.7% among 360,000; in the data active means activity change below about -50%; inconclusive means mostly about -30% to -49%; further: on the % scale 0 is the no-effect control and ±100 the full control effect
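THP-1 cells pretreated 1 hr with compounds (up to 57.5 uM final), then stimulated with LPS (250 ng/mL final) plus ATP (1.25 mM final); secreted IL-1B measured by AlphaLISA after 16 hr, decreased signal indicating inhibition.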
HT1080NT lethal – qHTS for induction of synthetic lethality in tumor cells producing 2HG: qHTS for the HT-1080-NT fibrosarcoma cell line; HT-1080-NT fibrosarcoma viability, CellTiter-Glo ATP luminescence, 48 h; Potency, µM (highest dose often 46.1 µM), for the others: top-dose activity, negative = less viability, usual class: cytotoxic; hit rate 1.6% among 360,000;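 further: NT is the 2HG producing partner of a matched IDH1 knockdown line; potency means the concentration at half of the fitted maximal effect; 0% = DMSO-treated cells and -100% = media-only wells without cells; nearly all actives have a fitted effect of over 55% in size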
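Luminescent CellTiter-Glo readout after 48 hours of compound exposure at 37 degrees C defined viability of HT-1080-NT cells. Activity was normalized to DMSO wells and cell-free media wells; concentration-response curves were fitted and assigned curve classes.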
SW480 rereplic – A quantitative high throughput screen for small molecules that induce DNA re-replication in SW480 colon adenocarcinoma cells; SW480 DNA re-replication, Hoechst DNA content imaging, 48 h; Potency, µM (top dose mostly 46.1 µM), inactives show at the highest dose re-replication activation, most hits filed as activators; hit rate 1.8% among 340,000; AID 624297, 2012; further: potency means the concentration at half of the fitted maximal effect; % of control where 0% means no effect; nearly all actives have a fitted effect of over 55% in size
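Image-based read-out: total Hoechst fluorescence of nuclei (405 nm excitation, 500-530 nm emission), with hits raising the fraction of high-intensity nuclei. SW480 colon cells incubated 48 hr with compounds at 37 C.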
DRD3 antagonist – qHTS of D3 Dopamine Receptor Antagonist: qHTS; D3R cells, DiscoveRx beta-arrestin luminescence, antagonist mode; stronger effect = lower value; AID 652054, 2013; hit rate 2.5% among 360,000; D(3) dopamine receptor (Homo sapiens), P35462; max response, negative = inhibition, %; in the data active means max response below about -50%; inconclusive means no clear call, values can overlap the other calls; further: on the % scale 0 is the no-effect control and ±100 the full control effect; mostly tested at two doses, the higher about 12 µM
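Cells expressing the human receptor were seeded at 1500 cells/well, incubated overnight at 37 degrees C in 5% CO2, then exposed to library compounds with dopamine controls for 90 minutes at 37 degrees C before luminescent detection.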
KB-V1 MDR tox – qHTS assay for MDR1-selective chemotherapeutics: Primary screen using the drug-selected MDR subline cells KB-V1; KB-V1 MDR cells viability, CellTiter-Glo, 72 h; AID 1347076, 2019; hit rate 3.4% among 400,000; Potency, µM (titrated, usually from 46.1 µM), without a hit: at the highest dose activity change, negative = cytotoxicity, hits mostly cytotoxic; further: potency means the concentration at half of the fitted maximal effect; on the % scale 0 is the no-effect control and ±100 the full control effect; nearly all actives have a fitted effect of over 60% in size
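Cells of the MDR subline KB-V1 are plated, dosed with compound at multiple concentrations, and incubated 72 h at 37 degrees C; CellTiter-Glo is then added and luminescence read after 10 min.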
KB-3-1 cytotox – qHTS assay for MDR1-selective chemotherapeutics: Primary screen using the parental adenocarcinoma cell KB-3-1; KB-3-1 viability, CellTiter-Glo ATP luminescence, 72 h; AID 1347075, 2019; Potency, µM (top dose mostly 46.1 µM), inactives show at the top dose activity change, negative = cytotoxic, most hits filed as cytotoxic; hit rate 1.4% among 400,000; further: potency means the concentration at half of the fitted maximal effect; on the % scale 0 is the no-effect control and ±100 the full control effect; nearly all actives have a fitted effect of over 60% in size
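Parental KB-3-1 viability, qHTS format: 72 h compound exposure, 37 °C; CellTiter-Glo; media-only wells and DMSO plates as controls; concentration-effect fits on corrected data.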
Active calls of the source: *; i = inactive; ? = inconclusive; / = no result given; & = joins results of further samples; [ ] = dose if it differs, or a comment. Unless noted, the call rests on the fitted dose curve; in most records, active means well fitted curve in the direction sought with a large enough effect; inconclusive means small, poorly fitted or top-dose-only effect, or another doubt; inactive means no such curve, though single readings can be large; an effect the other way counts as inactive or inconclusive. Hits appear at their usual frequency; about 12% have a hit in one of these screens.

Molecule	D3 ag	GLP1R ag	HT1080 IDH1KD tx	IL1B secr inh	HT1080NT lethal	SW480 rereplic	DRD3 antagonist	KB-V1 MDR tox	KB-3-1 cytotox
Cc1cc(NCc2ccccc2)nc2ccccc12	-5	3%	?	-3	-29%	-8%	-57*	-11%	-20%
CCOCC(=O)Nc1ccccc1C(=O)OCC	4	0%	-7%	5	4%	-7%	10	15%	-3%
COc1ccc(NC(C)=O)cc1NC(=O)c1ccc2ccccc2c1	3	-3%	-3%	16	-9%	-6%	-7	-26%	6%
COC(=O)c1ccc(-n2nc(C(F)(F)F)c3c2-c2ccoc2CC3)cc1	1	-3%	10%	-9	11%	5%	17	-12%	2%
CCCCOC(=O)c1ccc(NC(=S)NC(=O)c2c(Cl)cnn2C)cc1	-3	-1%	-13%	1	-11%	-6%	-85*	0%	-1%
CC1(NC(=O)c2ccccc2)CCN(CCCc2ccccc2)C1=O (configuration not stated)	4	5%	12%	6	9%	-6%	10	?	?
O=C(Cc1ccc(O)cc1)NCCNC(=S)NCc1ccccc1	17	6%	-4%	/	-1%	?	-6	-2%	3%
CC12CCC(C(=O)N(CC(O)CN3CCCCC3)C1=O)C2(C)C (configuration not stated)	3	-4%	6%	-4	7%	1%	8	-5%	2%
C[C@H](CO)N1C[C@H](C)[C@@H](CN(C)S(C)(=O)=O)Oc2ccc(NC(=O)Nc3ccccc3)cc2C1=O	-1	0%	9%	15	15%	1%	42	21%	7%
CSc1nnc2c(n1)OC(c1ccsc1)N(C(C)=O)c1ccccc1-2 (configuration not stated)	1	-4%	-3%	0	0%	-1%	-6	2%	-4%
Cc1ccc2nc(NC(=O)c3ccc(S(=O)(=O)N4CCCc5ccccc54)cc3)sc2c1	2&5	-1%&4%	16µM*	5	18µM*	?	14	-2%&-5%	-3%&-2%
CC1CCCCN1C(=O)Cn1cc(C(=O)c2ccco2)c2ccccc21 (configuration not stated)	-3	-10%	-4%	15	-2%	5%	7	-12%	-6%
O=C(COC(=O)C1CC(O)CN1C(=O)Oc1ccccc1)c1ccc(Br)cc1 (configuration not stated)	2	-1%	2%	38	5%	-3%	4	?	18%
CCN(C(=O)c1ccc(Cl)c([N+](=O)[O-])c1)c1ccccc1	4	3%	-5%	-24	13%	-4%	12	?	?
CNc1ncnc2c1ncn2[C@H]1CN(Cc2ccco2)C[C@@H](CO)O1	-8	8%	10%	33	0%	/	0	0%	0%
CC1=C(C(=O)NC2CCCc3c2cnn3-c2cc(F)cc(F)c2)OCCO1 (configuration not stated)	4	9%	-2%	i	-14%	-16%	11	-27%	-17%
COc1ccc(-c2cc(C(F)(F)F)n3nc(-c4ccc(Cl)cc4)cc3n2)cc1OC	7	0%	/	/	/	/	/	0%	3%
CCCN1C2CCCC1CC(NC(=S)Nc1cc(C)cc(C)c1)C2 (configuration not stated)	-10	4%	-1%	-3	-1%	21%	-12	-1%	-6%
Cn1c(Cc2ccccc2)nnc1SCC(=O)NC1CC1	0	8%	16%	20	19%	13%	-9	30%	?
N#Cc1c2c(c(-c3ccccc3)[nH]c1=O)CCCC2	2	0%	12%	0	0%	-7%	-8	?	-4%
Cc1ccccc1NC(=O)c1cccc2nc3ccccc3nc12	4	1%	-1%	-18	-9%	18µM*	3	?	?
O=C(Nn1cnnc1)c1cc(-c2cccc(Br)c2)nc2ccccc12	-1	-3%	-5%	-7	-4%	3%	8	-5%	-9%
CCOc1ccc(NC(=O)COC(=O)C2C3CC4OC(=O)C2C4C3)cc1 (configuration not stated)	2	6%	-1%	-10	9%	-11%	3	11%	-7%
COCCCNC(=O)C1CCCN(C(=O)Nc2ccc(OC)cc2)C1 (configuration not stated)	1	-13%	2%	10	1%	-8%	20	-4%	13%

Record cards (already shown). Screens in order: D3 ag, GLP1R ag, HT1080 IDH1KD tx, IL1B secr inh, HT1080NT lethal, SW480 rereplic, DRD3 antagonist, KB-V1 MDR tox, KB-3-1 cytotox
CCOc1ccc(NC(=O)COC(=O)C2C3CC4OC(=O)C2C4C3)cc1 (configuration not stated) is entered as 2, 6%, -1%, -10, 9%, -11%, 3, 11%, -7%
COCCCNC(=O)C1CCCN(C(=O)Nc2ccc(OC)cc2)C1 (configuration not stated) is entered as 1, -13%, 2%, 10, 1%, -8%, 20, -4%, 13%

The list continues:
Molecule	D3 ag	GLP1R ag	HT1080 IDH1KD tx	IL1B secr inh	HT1080NT lethal	SW480 rereplic	DRD3 antagonist	KB-V1 MDR tox	KB-3-1 cytotox
COc1cccc(CN2CCNC(=O)C2CC(=O)N(C)C2CCOCC2)c1OC (configuration not stated)	-5	-1%	-2%	5	3%	-7%	-7	1%	0%
COc1ccccc1CNC(=O)CN1NS(=O)(=O)c2ccccc2C1=O	4	12%	3%	22	5%	?	3	-6%	0%
Cc1ccc(NC(=O)c2ccc(NCc3ccco3)c([N+](=O)[O-])c2)cc1Cl	2	-1%	-9%	-20	-17%	2%	5	-15%	-18%
O=C(Cn1nc2ccccc2n1)N/N=C/c1cc([N+](=O)[O-])ccc1O	1	2%	?	208	-10%	15%	-65*	?	?
COc1ccc(C(C(=O)Nc2ccc3c(c2)OCO3)N(C)C(=O)Cc2c[nH]c3ccccc23)cc1 (configuration not stated)	-6	7%	?	-58*	?	2%	27	-3%	-11%
Cc1c(C(=O)NN2CCOCC2)oc2c1ccc1ccccc12	-11	-2%	21%	-71*	22%	1%	-21	-7%	-2%
COc1cc(/C=N/NC(=O)c2ccccn2)cc2c1OCO2	4	2%	18%	16	22%	-41%[inhibitor]	-10	-2%	24%
COc1ccc(Cl)cc1N=Cc1c(O)cc(C)oc1=O	3	0%	-3%	14	4%	1%	-24	21%	-5%
CCOc1ccc(NC(=O)CSc2nc3ccccc3nc2N2CC(C)OC(C)C2)cc1 (configuration not stated)	-1	2%	7%	-6	22%	-1%	11	0%	-1%
NNC(=O)c1cncc(Br)c1	-4	6%	6%	0	2%	-18%	-9	18%	10%
O=C(COc1cccc(Br)c1)N/N=C1\CCCc2ccccc21	-8	12%	18%	4	7%	-5%	-17	23%	11%
CCN1CCN(Cc2ccc(NC(=O)c3cc(NC(=O)c4ccno4)cc(OC)c3)cc2C(F)(F)F)CC1	-3&-7	9%&14%	-21%&-6%	?	-23%&0%	0%	3&3	-2%&12%	9%&0%
CCNC(=O)C1(C)CCCN(Cc2cc(-c3ccccc3)n(C)n2)C1 (configuration not stated)	-5	12%	6%	-19	0%	/	28	3%	0%
O=c1c2ccccc2nc2n1C(CBr)CS2 (configuration not stated)	0	0%	4%	16	0%	-39%[inhibitor]	15	1%	0%
CCN1CCN(C(=O)c2ccc(Cl)c(S(=O)(=O)N3CCCCC3)c2)CC1	-12	1%	-7%	-7	-3%	5%	-2	/	/
COc1ccc(OCc2nnc3n2N=C(c2ccc(Br)cc2)CS3)cc1	5	2%	-21%	-11	-18%	10%	4	-4%	-4%
Cc1nc(-c2ccccc2)sc1C(=O)NN	-5	-5%	?	4	?	?	0	-4%	?
COc1ccc(-c2oc3cc(OC(C)=O)cc(OC(C)=O)c3c(=O)c2OC)cc1	-3	21%	?	64	?	?	5	0%	-4%
O=C(Nc1ccc2c(c1)OCO2)C1CCN(c2ccc(S(=O)(=O)N3CCOCC3)cc2)CC1	-22	-5%	-2%	0	-11%	7%	?	-1%	-9%
CC(C)C12CCC(C(=O)O)C(C1)C(=O)O2 (configuration not stated)	-4	-13%	9%	14	9%	-3%	-12	1%	9%
COc1cccc(OC)c1C(=O)N1CCN(Cc2ccccc2F)CC1	-10	-1%	1%	-15	-2%	/	-7	2%	-20%
CCN(CC)CCCNC(=O)CCC(=O)Nc1ccc2nc(N3CCC(C)CC3)cc(C)c2c1	-19	11%	-9%	-14	-9%	15%	-7	0%	-27%
CC(C(=O)NC1CCCCCC1)n1cc([N+](=O)[O-])cn1 (configuration not stated)	1	1%	10%	0	13%	-3%	12	0%	5%
O=C(C(c1ccccc1)c1ccccc1)N1CCN(Cc2ccc(Br)cc2)CC1	4	0%	-8%	-20	-2%	15%	?	7%	0%
O=C(O)c1cc([N+](=O)[O-])cc2c1C=Cc1ccccc1O2	-2	-3%	1%	18	8%	0%	-11	-4%	-12%
COc1cc2c(cc1OC)CN(Cc1cc(OC)c3c(c1)OCO3)CC2	-24	18%	-12%	-6	-28%	-4%	?	-6%	-3%

Screening data as filed in PubChem.
